# L3MBTL1 inh: L3MBTL1 (human) inhibition; Q9Y468; AlphaScreen L3MBTL1–H3K9me1 peptide binding; Potency, µM (highest dose often 57.1 µM), for the others: top-dose activity, negative = inhibition, hits mostly inhibitors; 230,000 tested, 0.66% active; AID 485360; active = well fitted inhibition curve with a large enough effect; inconclusive = small, poorly fitted or top-dose-only effect; inactive = no such curve, though single readings can be large or run the other way; note: nearly all actives have a fitted effect of over 60% in size
# Target sequence (Q9Y468 whole entry, looked up): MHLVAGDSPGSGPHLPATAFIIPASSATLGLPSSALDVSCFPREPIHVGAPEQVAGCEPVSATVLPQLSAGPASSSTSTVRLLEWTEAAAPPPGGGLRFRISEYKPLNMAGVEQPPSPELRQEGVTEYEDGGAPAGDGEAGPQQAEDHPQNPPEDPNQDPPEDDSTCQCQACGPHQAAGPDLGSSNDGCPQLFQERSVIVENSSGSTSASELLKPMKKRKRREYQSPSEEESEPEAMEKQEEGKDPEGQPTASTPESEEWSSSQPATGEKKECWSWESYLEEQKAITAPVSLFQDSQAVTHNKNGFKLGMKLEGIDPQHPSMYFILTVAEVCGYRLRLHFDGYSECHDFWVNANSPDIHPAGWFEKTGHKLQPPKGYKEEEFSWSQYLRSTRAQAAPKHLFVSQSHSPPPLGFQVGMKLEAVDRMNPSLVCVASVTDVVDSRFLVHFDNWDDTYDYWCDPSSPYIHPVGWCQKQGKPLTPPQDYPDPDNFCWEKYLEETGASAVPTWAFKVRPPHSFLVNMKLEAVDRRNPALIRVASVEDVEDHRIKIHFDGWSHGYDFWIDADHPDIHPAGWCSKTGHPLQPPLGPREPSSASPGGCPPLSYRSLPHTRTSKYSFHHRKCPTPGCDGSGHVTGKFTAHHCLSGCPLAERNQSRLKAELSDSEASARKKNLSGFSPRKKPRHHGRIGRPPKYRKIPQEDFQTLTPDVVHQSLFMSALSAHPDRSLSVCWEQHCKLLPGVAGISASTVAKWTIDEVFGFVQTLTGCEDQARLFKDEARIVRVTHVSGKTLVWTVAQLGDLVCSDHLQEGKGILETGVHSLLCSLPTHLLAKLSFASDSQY
#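 First, the protein-peptide complex forms for 30 min at room temperature (L3MBTL1 50 nM, biotinylated H3K9me1 peptide 75 nM). Next, compounds are pin-transferred and incubated 30 min. Finally, AlphaScreen beads are added and read after 30 min.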
# * = called active by the depositor; ? = inconclusive; & = joins results of further samples; [ ] = another dose, or the depositor's remark. % is set by controls: 0 for no effect and ±100 for the full control effect; potency is the fitted concentration of half-maximal effect.
SMILES,L3MBTL1 inh
Cc1ccc2c(cnn2C(=O)CCCC(=O)NC(C)c2ccccc2)c1 (centres undefined),11%
CCC(C(=O)OCC(=O)N(C)c1c(N)n(Cc2ccccc2)c(=O)[nH]c1=O)c1ccccc1 (centres undefined),-10%
CCc1ccccc1NC(=O)CN1CCN(C(=O)CNC(=O)c2ccc(-c3ccccc3)cc2)CC1,1%
CN(Cc1ccccc1)S(=O)(=O)c1ccc(Cl)c(C(=O)OCC(=O)NC2CCS(=O)(=O)C2)c1 (centres undefined),3%
CC1(C)CC2CC(C)(CN2Cc2cccc([N+](=O)[O-])c2)C1 (centres undefined),-4%
COc1cc(OC)cc(C(=O)OCC(=O)c2ccc(S(=O)(=O)N3CCCCC3)cc2)c1,2%
CCN(CC)CCCN(Cc1cc2cc3c(cc2[nH]c1=O)OCO3)C(=S)NCCOC,3%[2.29 µM]
COc1ccc2oc(C(=O)OC(C)C(=O)NCc3ccccc3)c(C)c2c1 (centres undefined),-4%
N#CCCN(C(=O)CSc1nnc(-c2ccncc2)n1C1CC1)c1ccccc1,1%
CCc1noc(C)c1C(=O)OC(C)C(=O)Nc1cc([N+](=O)[O-])ccc1OC (centres undefined),-2%
CC(C)C[C@H](NC(=O)c1nc[nH]c1C(=O)NCCCCCN)C(=O)OCc1ccccc1,-2%
COc1ccc(-c2sc3cc(OC)c(OC)cc3c2C#CCCO)cc1,2%
CCCN(C(=O)c1cc(Cl)nc2ccccc12)C1CCS(=O)(=O)C1 (centres undefined),?
Cc1ccc(C(=O)OCC(=O)NNC(=O)c2cccs2)c(O)c1,4%
COc1ccc(OC)c(N(CC(=O)Nc2ccccc2)S(=O)(=O)c2ccccc2)c1,2%[2.29 µM]
CCOC(=O)C1CCN(C(=O)C(=O)Nc2ccc3nc4n(c(=O)c3c2)CCCCC4)CC1,6%
Cc1ccc(CN2C(=O)C(C)Nc3ncnc(N4CCOCC4)c32)cc1 (centres undefined),5%
CCNC(=O)C(=O)NCC1CCCN1S(=O)(=O)c1cccs1 (centres undefined),3%
Cc1ccc(C)c(S(=O)(=O)N2CCCCC2CCNC(=O)C(=O)NCc2ccccn2)c1 (centres undefined),-13%
COc1ccc2c(C)c(C(=O)N3CCN(Cc4ccccc4)CC3)oc2c1,-12%
COc1ccc(OC)c(NS(=O)(=O)c2c(C)nc3sccn3c2=O)c1,-5%
CCCCCN(C(=O)CCC(=O)OCc1ccccc1C)c1c(N)n(CCCC)c(=O)[nH]c1=O,5%
CC[C@]1(C(=O)OC)[C@H]2C(=O)N(C)C(=O)[C@H]2[C@H]2CN=C(SCc3ccc(C(=O)OC)cc3)N21,8%
CCOC(=O)C1=CN(CC)S(=O)(=O)NC1CCc1ccccc1 (centres undefined),34%[activator]
CCC(Cc1ccccc1)NC(=O)C1CC1 (centres undefined),7%
NS(=O)(=O)c1cccc(NC(=O)COC(=O)CCC(=O)c2cccs2)c1,4%
Cn1c(CCNC(=O)c2ccco2)nc2ccccc21,-2%
COc1ccc(NS(=O)(=O)c2cccc(C(=O)NNC(=O)c3ccc(O)c(Cl)c3)c2)cc1,-6%
COc1cccc(C(=O)NCCS(=O)(=O)N2CCOCC2)c1,33%[activator]
CC1CCCC(NC(=O)COC(=O)/C=C/c2ccc([N+](=O)[O-])cc2)C1C (centres undefined),-6%
COc1ccccc1NC(=O)C(C)OC(=O)Cc1n[nH]c(=O)c2ccccc12 (centres undefined),11%
COc1cccc(C=O)c1OCCN1C(=O)c2ccccc2C1=O,-4%
COc1ccc(CN(C)CC2CCCN(CCc3ccc(F)cc3)C2)c(OC)c1OC (centres undefined),-5%
COc1ccccc1CC(=O)N1CCCc2cc(C)ccc21,-6%
CC(C)Sc1nc2ccccc2n2cnnc12,9%
O=C(COC(=O)c1n[nH]c(=O)c2ccccc12)Nc1ccccc1F,0%
CCOc1ccc(CCNC(=O)COC(=O)c2ccncc2)cc1OCC,33%[activator]
C#CCOc1ccc(C2C3=C(CC(C)(C)CC3=O)N(CC(=O)O)C3=C2C(=O)CC(C)(C)C3)cc1OC,19%
Cc1cc(C(=O)NNC(=O)Cc2ccc(Cl)c(Cl)c2)c(C)o1,-5%
CCOc1ccc(CCNC(=O)COC(=O)C2=NNC(=O)CC2)cc1OCC,-6%
CC1CCCCC12NC(=O)N(CC(=O)OCC(=O)Nc1ccc(F)cc1[N+](=O)[O-])C2=O (centres undefined),3%
CC(CCc1ccccc1)NC(=O)CCC(=O)N1CCC(C(N)=O)CC1 (centres undefined),6%
CCOc1cc(CNn2cnnc2)cc(Cl)c1OCC(=O)NC(C)(C)C,?
Cc1ccccc1NC(=O)CN1CCOCC1,0%
COc1cc(C(=O)Nc2ccc(C)cn2)ccc1OCC(=O)N1CCOCC1,0%
CC(C)NC(=O)c1cccc(NC(=O)CC2SC(N3CCCCC3)=NC2=O)c1 (centres undefined),?
Cc1cc(C)c(C)c(S(=O)(=O)N2CCN(c3ncnc4ccccc34)CC2)c1C,-5%
Cc1ccc(S(=O)(=O)NCC2CCCO2)cc1 (centres undefined),3%
NS(=O)(=O)OCCCc1ccc(C(F)(F)F)cc1,5%
COc1cccc(NC(=O)CN(C)C(=O)CN2C(=O)NC(C)(c3ccc4ccccc4c3)C2=O)c1 (centres undefined),-11%
Cc1c(S(=O)(=O)N2CCCCC2)c(=O)n(C)c(=O)n1C,5%
CC(=O)c1ccc(-c2ccc(C(=O)N(C)c3c(N)n(Cc4ccccc4)c(=O)[nH]c3=O)o2)cc1,5%
CCn1c(CCC(=O)O)nc2cc(S(=O)(=O)N3CCOCC3)ccc21,-2%
C[C@H](CO)N1C[C@H](C)[C@@H](CN(C)S(=O)(=O)c2cccs2)Oc2c(NS(=O)(=O)c3ccc(F)cc3)cccc2C1=O,-9%
Cc1ccccc1OCC(=O)Nc1nc(-c2ccncc2)cs1,-2%
NC(=O)C1CCN(c2oc(-c3ccc(F)cc3)nc2S(=O)(=O)c2ccccc2)CC1,0%
COc1ccc([C@@H]2[C@@H]3C(=O)N(C(C)(C)C)C(=O)[C@@H]3[C@]3(Cc4ccc(Cl)cc4)C(=O)N(c4ccc(C)cc4)C(=O)N23)cc1,-3%
Clc1cccc(CNCC2CCCO2)c1Cl (centres undefined),8%
O=C(CCC(=O)N1CCN(S(=O)(=O)c2ccc([N+](=O)[O-])cc2)CC1)N1CCOCC1,-3%
O=C(Cn1ncc2c3ccccc3n(Cc3ccccc3)c2c1=O)N1CCN(c2ccccn2)CC1,-6%
# The list continues:
SMILES,L3MBTL1 inh
CCN(c1ccccc1)S(=O)(=O)c1ccc(OC)c(NC(=O)C2CCC2)c1,0%
Cc1cc(C(=O)O[C@H]2[C@H](C)NS(=O)(=O)[C@H]3C[C@@H]4C=C[C@]23O4)cc([N+](=O)[O-])c1,1%
CC1CCN(C(=O)c2[nH]cnc2C(=O)NCC(=O)OCc2ccccc2)CC1,-12%
CCc1ccc(N2CCN(CCNC(=O)Nc3ccccc3)CC2)cc1,-8%
COc1ccc(C2CC(c3ccccc3)=NN2C(=O)CCCC(=O)O)cc1 (centres undefined),9%
Cc1ccc(S(=O)(=O)N2CCC(C(=O)N3CCc4ccccc43)CC2)cc1C,-13%
O=C(Oc1ccc(C(=S)N2CCOCC2)cc1Cl)c1ccccc1F,-9%[2.29 µM]
O=C(Nc1ccc(N2CCOCC2)cc1)c1cccc(S(=O)(=O)N2CCOCC2)c1,-7%
N#CN1CCC(NS(=O)(=O)c2ccc(C(F)(F)F)cc2)CC1,-8%
O=C(CSc1nc2ncccc2[nH]1)NC1CCCC1,0%
Cc1cc(Cl)ccc1OCC(=O)OCC(=O)Nc1cccnc1Cl,1%
Cc1ccc(-c2csc(N3CCC(C(N)=O)CC3)n2)cc1,-11%&-12%
Cc1c2cnn(CC(=O)NCCCN3CCCCC3)c(=O)c2c(C)n1Cc1ccccc1,0%
CC1CCN(C(=O)COC(=O)c2cccs2)CC1,-11%
COc1ccc(OCCCC(=O)OC(C)C(=O)Nc2ccc(S(N)(=O)=O)cc2)cc1 (centres undefined),5%
Cc1csc(SCC(=O)NC2CCC(C)CC2)n1 (centres undefined),7%
Cc1cc2oc(=O)ccc2cc1[N+](=O)[O-],-5%
O=C(COC(=O)CCC(=O)c1cccs1)Nc1ccc(F)c(F)c1F,-3%
CC1(C)CC(NC(=O)c2cccc(S(=O)(=O)N(Cc3ccccc3)c3ccccc3)c2)CC(C)(C)N1,-4%
Cc1cccc(C)c1NC(=O)CN(C)CC(=O)Nc1sc2c(c1C(N)=O)CCC2,-7%
CCC1CCC(N2CCN(c3ccc(F)cc3)CC2)CC1 (centres undefined),-6%
Cc1ccc(C(=O)CN2C(=O)NC3(CCc4ccccc43)C2=O)s1 (centres undefined),-1%
CCN(CC)S(=O)(=O)c1ccc(N2CCCC2)c(NC(=O)c2nn(C)c(=O)c3ccccc23)c1,-5%
CCCNC(=O)C1CCCN(S(=O)(=O)c2ccc3c(c2)CC(C)N3C(=O)C2CC2)C1 (centres undefined),6%
CN(C(=O)COC(=O)CCC(=O)c1ccccc1)c1c(N)n(Cc2ccccc2)c(=O)[nH]c1=O,?
O=S(=O)(NC1=NCCC1)c1cccc(NC(=S)Nc2ccc(OC(F)F)cc2)c1,3%
CCOc1ccc(C(=O)NCCCCNC(=O)c2ccc(OCC)cc2)cc1,-8%
Cc1cc2c(cc1S(=O)(=O)N1CC(C)CC(C)C1)OCC(=O)N2 (centres undefined),1%
Cc1cc(C)c(NC(=O)CCCCCNC2CCCCC2)c(C)c1,1%
CCN(CC(=O)Nc1c(F)cccc1F)C(=O)c1ccc(Cl)c(S(=O)(=O)N2CCCC2)c1,6%
CCOc1ccccc1NC(=O)C1C2CCC(O2)C1C(=O)O (centres undefined),5%
Cc1ccnc(NC(=O)c2oc3ccccc3c2C)c1,13%
CCN1C(=NCCOC)N[C@@H](c2cccc(C(F)(F)F)c2)C(C(=O)OC)=C1C,7%
O=C(Nc1cccc(S(=O)(=O)N2CCOCC2)c1)c1ccc(=O)[nH]c1,0%
CCCc1cc(=O)[nH]c(SCC(=O)N2CCc3ccccc3C2)n1,48%[activator]
CCCCCC(=O)Nc1nnc(CCc2ccccc2)s1,2%[2.29 µM]
N#CCCN(C(=O)COC(=O)c1cc(=O)[nH]c2ccccc12)c1ccccc1,2%
CN(Cc1nc2ccccc2c(=O)[nH]1)C(=O)c1ccc(S(=O)(=O)N2CCCC2)cc1,1%
Cn1c(=O)c(C(=O)N2CCc3ccccc32)cc2cccnc21,3%
Cc1ccc(OCC(=O)N(Cc2ccco2)c2c(N)n(Cc3ccccc3)c(=O)[nH]c2=O)cc1C,-1%
CC(C)(C)OC(=O)C[C@@H]1C/C=C\C[C@@H](CC(=O)N(CCO)Cc2ccccc2)C(=O)N[C@H](Cc2c[nH]c3ccccc23)COC1=O,-7%
Cc1ccc(S(=O)(=O)N2CCN(C(=O)CN3CCCSc4ccccc43)CC2)cc1,-9%
Cc1cc(C)nc(SCC(=O)NCC2COc3ccccc3O2)n1 (centres undefined),6%
O=C(CNC(=O)c1ccc(Cl)cc1)NNc1c(F)c(F)cc(F)c1F,5%
O=C(Cc1cccc([N+](=O)[O-])c1)Nc1cccc(C(=O)N2CCCC2)c1,0%
CC1CCN(C(=O)c2[nH]cnc2C(=O)NC2CCN(C(=O)OC(C)(C)C)CC2)CC1,1%
CC(C)(C)OC(=O)NCc1ccc(CNC(=O)c2nc[nH]c2C(=O)NCc2ccccc2)cc1,-10%
COc1ccc(COC(=O)C2CCN(S(=O)(=O)c3cccs3)CC2)cc1,17%
CCN(CC)c1ccc(S(=O)(=O)N2CCCCC2)cc1NC(=O)C1CCC1,6%
COCCN(C(=O)C1CCCO1)c1c(N)n(CC(C)C)c(=O)[nH]c1=O (centres undefined),7%
C=CCNC(=O)C(=O)Nc1ccc2c(c1)N(S(=O)(=O)c1cccs1)CCC2,1%
COc1ccc(-c2csc3ncnc(N4CCN(c5ccccc5)CC4)c23)cc1,-14%

# Screening data: PubChem, National Center for Advancing Translational Sciences (NCATS)

# This is a subset, so the mix of outcomes need not match the whole.
